# Tau ThT inhib = inhibitors of human tau fibril formation, thioflavin T binding | Potency, µM (titrated, usually from 57.4 µM), without a hit: top-dose activity, negative = inhibition, usual class: inhibitors | P10636 | 270,000 compounds, 2.1% hits | recombinant tau K18 P301L, heparin-induced fibrillization, ThT fluorescence | AID 1460; further: on the % scale 0 is the no-effect control and ±100 the full control effect; nearly all actives have a fitted effect of over 55% in size
# Target sequence (P10636 561-689 P618L limits assumed): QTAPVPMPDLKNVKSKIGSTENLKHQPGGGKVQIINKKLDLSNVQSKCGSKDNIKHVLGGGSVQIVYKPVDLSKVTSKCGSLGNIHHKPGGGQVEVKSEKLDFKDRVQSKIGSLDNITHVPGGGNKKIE
#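 Heparin-induced (20 uM) aggregation of recombinant human K18 P301L tau, 15 uM unlabeled with 0.24 uM labeled, pH 7 acetate buffer, 6 hr at 37 C with compound. Fibrils quantified by 30 uM ThT fluorescence after 1 hr ambient incubation.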
# ALDH1A1 block = ALDH1A1 (human) enzyme inhibition | Potency, µM (series often up to 75.3 µM), inactives show top-dose activity, negative = inhibition, usual class: inhibitors | P00352 | Purified ALDH1A1, NADH fluorescence, propionaldehyde substrate | 220,000 compounds, 7.3% hits; active means well fitted inhibition curve with a large enough effect, not every such curve was filed as active; inconclusive means small, poorly fitted or top-dose-only effect, or another doubt; inactive means no such curve, though single readings can be large or run the other way;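 further: plate controls were no enzyme wells and a reference inhibitor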
# Target sequence (P00352 whole entry, looked up): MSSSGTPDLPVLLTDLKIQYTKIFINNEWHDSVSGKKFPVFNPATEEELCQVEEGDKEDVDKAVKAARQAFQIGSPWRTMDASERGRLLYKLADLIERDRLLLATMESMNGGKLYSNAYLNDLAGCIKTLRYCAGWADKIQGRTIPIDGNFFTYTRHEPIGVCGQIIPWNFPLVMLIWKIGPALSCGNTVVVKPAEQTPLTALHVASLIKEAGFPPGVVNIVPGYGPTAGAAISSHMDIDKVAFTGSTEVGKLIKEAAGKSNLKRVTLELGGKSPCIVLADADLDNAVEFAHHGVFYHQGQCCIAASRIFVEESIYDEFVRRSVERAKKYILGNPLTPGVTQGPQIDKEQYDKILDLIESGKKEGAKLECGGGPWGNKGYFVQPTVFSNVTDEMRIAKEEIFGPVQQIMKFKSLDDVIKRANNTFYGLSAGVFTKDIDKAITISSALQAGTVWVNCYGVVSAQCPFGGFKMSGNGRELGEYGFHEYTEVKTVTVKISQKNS
# SMN2 splice up = increases expression of the SMN2 splice variant; HEK293 SMN2-luciferase splicing reporter, luminescence, 30-36 h; Potency, µM (highest dose often 46.1 µM), inactives show top-dose activity change, positive = activation, most hits filed as activators; AID 1458; 210,000 compounds, 2.8% hits; further: % of control where 0% means no effect; nearly all actives have a fitted effect of over 55% in size
#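 HEK293 cells carry an SMN2 […]–luciferase reporter in which exon 7 inclusion puts luciferase in frame. Cells were plated 10-12 h before compound addition, then incubated 30-36 h at 37C. ONE-Glo luminescence was read; sodium butyrate at 4.5 mM final served as control.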
# HTT cytoprotect = protects HTT-Q103 PC12 cells, measured by ATP. PC12 HTT-Q103 induced, cytoprotection, ATP luminescence, 40 h. Potency, µM (highest dose often 56.4 µM), for the others: cytoprotection (ATP increase), most hits filed as activators. 230,000 compounds, 0.14% hits. AID 1471;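 further: % of control where 0% means no effect; nearly all actives have a fitted effect of over 45% in size; toxic huntingtin expression switched on by the ecdysone agonist tebufenozide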
#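 Stable PC12 Q103-GFP cells in serum-supplemented, phenol red-free DMEM; induction by tebufenozide at 100 nM final; compound dose series; cell viability quantified luminescently from ATP.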
# Tau FP inhib = inhibitors of human tau fibril formation. P10636. K18 P301L tau heparin fibrillization, Alexa594 FP, 6 h. Potency, µM (doses to about 57.7 µM), inactives show at the top dose activity, negative = inhibition, actives largely listed as inhibitors. 280,000 compounds, 0.39% hits; further: on the % scale 0 is the no-effect control and ±100 the full control effect; nearly all actives have a fitted effect of over 55% in size
#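 FP of Alexa 594-tau after heparin (20 uM) induction. Substrate: human K18 P301L, 15 uM unlabeled, 0.24 uM labeled. Buffer 100 mM sodium acetate pH 7. 6 hr, 37 C.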
# Tau fluor cs = counter-screen for tau fibril formation inhibitors. tau K18 P301L (four-repeat tau fragment) Alexa594 fluorescence, heparin fibrillization. Potency, µM (series often up to 57.7 µM), inactives show top-dose activity change, negative = decrease. 280,000 compounds, 0.93% hits. AID 1463; further: on the % scale 0 is the no-effect control and ±100 the full control effect; nearly all actives have a fitted effect of over 55% in size
#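 Human K18 P301L tau (15 uM unlabeled plus 0.24 uM Alexa 594-labeled, final) in 100 mM sodium acetate pH 7 was mixed with compound and 20 uM heparin and incubated 6 hr at 37 C.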
# HTT aggregate = inhibitors of mutant huntingtin aggregate formation in PC12 cells; 220,000 compounds, 1.1% hits; Potency, µM (highest dose often 46.1 µM), without a hit: at the top dose activity change, negative = inhibition, usual class: inhibitors; PC12 HttQ103-GFP aggregates, Acumen cytometry, 40 h; further: on the % scale 0 is the no-effect control and ±100 the full control effect; nearly all actives have a fitted effect of over 60% in size
#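 Compounds (qHTS titration) were added to PC12 cells expressing an ecdysone-driven HTT exon 1 Q103–GFP fusion after induction with 100 nM tebufenozide. Aggregate formation was measured as GFP objects in cell lysates.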
# JMJD2E inh = JMJD2E (human) inhibition | JMJD2E catalytic domain, FDH-coupled NADH fluorescence (FDH is formaldehyde dehydrogenase) | 230,000 compounds, 1.6% hits | Potency, µM (top dose mostly 57.1 µM), without a hit: at the top dose activity change, negative = inhibition, most hits filed as inhibitors | B2RXH2; active means well fitted inhibition curve with a large enough effect, not every such curve was filed as active; inconclusive means small, poorly fitted or top-dose-only effect, or another doubt; inactive means no such curve, though single readings can be large or run the other way;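 further: 0% = wells with enzyme and -100% = buffer wells without enzyme; nearly all actives have a fitted effect of over 50% in size; many of its hits are not listed in these tables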
# Target sequence (B2RXH2 1-337 limits assumed): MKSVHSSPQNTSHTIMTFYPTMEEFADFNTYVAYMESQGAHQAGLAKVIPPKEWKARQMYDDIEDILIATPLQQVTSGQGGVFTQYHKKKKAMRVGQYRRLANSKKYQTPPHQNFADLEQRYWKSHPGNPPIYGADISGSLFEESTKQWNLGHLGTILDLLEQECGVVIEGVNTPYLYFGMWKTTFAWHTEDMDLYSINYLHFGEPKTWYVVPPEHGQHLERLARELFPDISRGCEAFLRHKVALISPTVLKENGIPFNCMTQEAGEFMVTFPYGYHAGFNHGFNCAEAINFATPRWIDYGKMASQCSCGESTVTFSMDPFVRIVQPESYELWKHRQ
# * = called active by the depositor; ? = inconclusive; . = no result given; & = joins results of further samples; [ ] = another dose, or the depositor's remark. Unless noted, the call rests on the fitted dose curve; in most records, active means well fitted curve in the direction sought with a large enough effect; inconclusive means small, poorly fitted or top-dose-only effect, or another doubt; inactive means no such curve, though single readings can be large; an effect the other way counts as inactive or inconclusive. Potency means the concentration at half of the fitted maximal effect. An excerpt, so the mix of outcomes need not match the whole.
SMILES	Tau ThT inhib	ALDH1A1 block	SMN2 splice up	HTT cytoprotect	Tau FP inhib	Tau fluor cs	HTT aggregate	JMJD2E inh
O=c1[nH]c(=O)n(C2CCCCCC2)c(O)c1C=NC1CCN(Cc2ccccc2)CC1	-6%	?	-29%	-17%[0.074 µM]	8%	9%	-9%	1%
C=CCN(c1ccc(C(=O)N(CC)CC)cc1)S(C)(=O)=O	-7%	-3%	-8%	17%[10 µM]	-1%	-1%	-3%	4%
O=c1c2cc(Cl)cc(Cl)c2nc(CN2CCOCC2)n1-c1ccccc1F	2%	14µM*	-18%	-4%[0.074 µM]	3%	-1%	13%	2%
CCCCNC(=O)c1c(N)n(CCCOC)c2nc3ccccc3nc12	?	?	-3%	-29%	-9%	?	-9%	?
CN1CCc2cc3c(cc2[C@@H]1O)OCO3	.	?	-8%[20.6 µM]	?	.	.	.	?
O=C(Nc1ccc(-c2nc3ccccc3c(=O)o2)cc1)c1ccco1	1%	?	6%	3%[10 µM]	-10%	-10%	15%	?
COc1ccc(CNC(=O)c2cc3c(-c4ccccc4F)nn(C)c3s2)c(OC)c1	-7%	.	-5%	.	-15%	?	.	.
CCCn1c(=O)c2[nH]c(C3CCCC3)nc2n(CCCOC(=O)c2ccc(S(=O)(=O)F)cc2)c1=O	-13%	11µM*	-9%	-18%[1.9 µM]	-13%	-10%	.	4%

# (cont.)
SMILES	Tau ThT inhib	ALDH1A1 block	SMN2 splice up	HTT cytoprotect	Tau FP inhib	Tau fluor cs	HTT aggregate	JMJD2E inh
Cn1c(=O)oc2cc(S(=O)(=O)N3CCCC(C(=O)NCc4ccccc4Cl)C3)ccc21 (configuration not stated)	2%	.	-5%	.	?	2%	.	.
N[C@H](CCCP(=O)(O)O)C(=O)O	-8%&0%	-2%&2%	.	?	3%&1%	-6%&3%	.	?
CN(C/N=C(\N)N[N+](=O)[O-])S(=O)(=O)c1ccccc1	7%	12%	1%	.	4%	5%	-3%	-1%
CC(C)c1ccc(-n2c(O)c(/C=N/NC(=O)c3ccncc3)c(=O)[nH]c2=O)cc1	?	?	4%	19%[10 µM]	-5%	-11%	13%	?
COCCOC(=O)C1=C(N)Oc2c(c(=O)oc3ccccc23)[C@@]12C(=O)Nc1ccccc12	-9%	2%	?	-3%	-11%	-10%	-1%	6%
COc1cc(OC)cc(C(=O)N2CCC(N3CCN(c4ccccc4)CC3)CC2)c1	-4%	?	24%	19%	-2%	3%	11%	?
OC(Cn1c2ccccc2c2ccccc21)C[n+]1cccc2ccccc21 (configuration not stated)	-7%	5%	24%	?	4%	-1%	-1%	21%
CC(C(=O)c1c[nH]c2ccccc12)N1CCc2ccccc2C1 (configuration not stated)	?	-13%	-9%	-21%	-10%	-25%	-25%	?

# Following part
SMILES	Tau ThT inhib	ALDH1A1 block	SMN2 splice up	HTT cytoprotect	Tau FP inhib	Tau fluor cs	HTT aggregate	JMJD2E inh
C=CCc1c(C)[nH]c(=S)c(C#N)c1C	?	4.5µM*	-10%	-19%	-6%	-2%	15%	?
CCN1C[C@]2(COC)CC[C@H](OC)[C@@]34C5C[C@@H]6[C@@H](OC)C[C@@]7(OCO[C@@]7([C@@H](O)C23)[C@@H]14)C5[C@H]6OC (some centres not stated)	3%	1%	-2%	-38%[inhibitor]	-1%	3%	.	.
CC(=O)OC1(c2ccc(C)cc2)CN2CCC1c1ccccc12 (configuration not stated)	-7%	3%	-36%[inhibitor]	-13%	1%	-4%	-4%[9.22 µM]	-2%
CCOC(=O)[C@]1(C#N)[C@@H]2C=CC(C(N)=O)=CN2[C@@H](C(N)=O)[C@@H]1c1ccc(F)cc1	?	.	.	-5%[10 µM]	-5%	-4%	-11%[9.22 µM]	?
NC(CC(=O)O)C1CCCCC1 (configuration not stated)	-1%	21%	12%	.	3%	-1%	14%	-7%
CN1C2CCC1CC(OC(c1ccc(F)cc1)c1ccc(F)cc1)C2 (configuration not stated)	-12%	16%	-23%	-34%	5%	-6%	.	.
C=CCN1C(=O)NC(=O)C(Cc2ccc(OC)c(OC)c2)C1=O (configuration not stated)	?	25µM*	17%	-17%[10 µM]	-27%	-8%	?	?
CC(=NCCO)c1c(O)n(C)c(=O)n(C)c1=O	-2%	-6%	-4%	1%	-3%	-3%	-19%	-3%

# Eleven entries out of the list, sorted by formula weight, lowest first:
SMILES	Tau ThT inhib	ALDH1A1 block	SMN2 splice up	HTT cytoprotect	Tau FP inhib	Tau fluor cs	HTT aggregate	JMJD2E inh
NC(CC(=O)O)C1CCCCC1 (configuration not stated)	-1%	21%	12%	.	3%	-1%	14%	-7%
C=CCc1c(C)[nH]c(=S)c(C#N)c1C	?	4.5µM*	-10%	-19%	-6%	-2%	15%	?
CC(=NCCO)c1c(O)n(C)c(=O)n(C)c1=O	-2%	-6%	-4%	1%	-3%	-3%	-19%	-3%
CN(C/N=C(\N)N[N+](=O)[O-])S(=O)(=O)c1ccccc1	7%	12%	1%	.	4%	5%	-3%	-1%
CC(=O)OC1(c2ccc(C)cc2)CN2CCC1c1ccccc12 (configuration not stated)	-7%	3%	-36%[inhibitor]	-13%	1%	-4%	-4%[9.22 µM]	-2%
C=CCN1C(=O)NC(=O)C(Cc2ccc(OC)c(OC)c2)C1=O (configuration not stated)	?	25µM*	17%	-17%[10 µM]	-27%	-8%	?	?
OC(Cn1c2ccccc2c2ccccc21)C[n+]1cccc2ccccc21 (configuration not stated)	-7%	5%	24%	?	4%	-1%	-1%	21%
CC(C)c1ccc(-n2c(O)c(/C=N/NC(=O)c3ccncc3)c(=O)[nH]c2=O)cc1	?	?	4%	19%[10 µM]	-5%	-11%	13%	?
CCOC(=O)[C@]1(C#N)[C@@H]2C=CC(C(N)=O)=CN2[C@@H](C(N)=O)[C@@H]1c1ccc(F)cc1	?	.	.	-5%[10 µM]	-5%	-4%	-11%[9.22 µM]	?
COc1cc(OC)cc(C(=O)N2CCC(N3CCN(c4ccccc4)CC3)CC2)c1	-4%	?	24%	19%	-2%	3%	11%	?
CCN1C[C@]2(COC)CC[C@H](OC)[C@@]34C5C[C@@H]6[C@@H](OC)C[C@@]7(OCO[C@@]7([C@@H](O)C23)[C@@H]14)C5[C@H]6OC (some centres not stated)	3%	1%	-2%	-38%[inhibitor]	-1%	3%	.	.

# (list continues)
SMILES	Tau ThT inhib	ALDH1A1 block	SMN2 splice up	HTT cytoprotect	Tau FP inhib	Tau fluor cs	HTT aggregate	JMJD2E inh
CCOC(=O)C1=C(N)OC2=C(C(=O)CCC2)C12C(=O)N(C)c1ccccc12 (configuration not stated)	-2%	.	.	9%[10 µM]	?	3%	-12%[9.22 µM]	-1%
COc1cc2[nH]c(=S)n(-c3ccccc3)c(=O)c2cc1OC	-1%	1.6µM*	1%	-29%	10%	-5%	-1%	-3%
CC[N+]1(C)CCCC(OC(=O)C(O)(c2ccccc2)c2ccccc2)C1 (configuration not stated)	-7%&-4%	-3%&6%	-15%&1%	?	-2%&-6%	-3%&-11%	8%&6%	6%&9%
CC1CCCCN1Cc1c[nH]c2ccccc12 (configuration not stated)	?	.	.	-30%[10 µM]	13%	?	-21%[9.22 µM]	?
Cc1cc(C(=O)CN2C(=O)c3ccccc3C2=O)c(C)n1C1CC1	0%	?	18%	-24%	-11%	-2%	1%	2%
CCC1(CC)C(=O)NC(=NCCc2c[nH]c3ccccc23)NC1=O	-19%	-4%	-8%	1%	4%	-14%	-8%	-1%
Cc1ccc(-c2nn(CCC#N)cc2C(=O)O)cc1C	3%	18%	4%	.	10%	5%	5%	-11%
Cc1nc2ccccc2c(=O)n1-c1ccccc1[N+](=O)[O-]	1%	-3%	21%	.	-3%	2%	.	5%

# Remaining list, next part.
SMILES	Tau ThT inhib	ALDH1A1 block	SMN2 splice up	HTT cytoprotect	Tau FP inhib	Tau fluor cs	HTT aggregate	JMJD2E inh
Cc1ccc(N2C(=O)NC(=O)C3(Cc4ccccc4N4CCN(c5ccccc5)CC43)C2=O)cc1 (configuration not stated)	?	22µM*	.	-32%	-14%	-16%	-13%	-6%
CCC(=NCCOc1ccc(Cl)cc1)c1c(O)n(C)c(=O)n(C)c1=O	-7%	4%	-81%[inhibitor]	-23%	2%	-4%	11µM*	-5%
O=c1[nH]c(=O)n(C2CCCCC2)c(O)c1/C=C/C=Nc1ccccc1	-2%	.	.	4%[10 µM]	1%	-11%	-23%[9.22 µM]	-7%
Cn1c(O)c(C(=N)COc2ccccc2)c(=O)n(C)c1=O	?	2%	-4%	-17%	-3%	5%	-7%	5%
COc1cccc(/C=N/NC(=O)c2c(C)nc3ccc(Br)cn23)c1	-7%	?	-6%	-4%[10 µM]	-1%	1%	-2%[9.22 µM]	-20%
COC(=O)c1ccccc1-n1c(C)nc2ccccc2c1=O	-3%	8%	-8%	-9%[0.074 µM]	-11%	-4%	-8%	-3%
CCOC(=O)N(c1ccccc1)P1(=S)OCC(C)O1 (configuration not stated)	-3%	-3%	-8%	14%	-4%	-1%	4%	3%
C=CCNc1nnc(Sc2ncccc2[N+](=O)[O-])s1	?	?	-4%	-180%[inhibitor]	-2%	-15%	?	-2%

# (more compounds)
SMILES	Tau ThT inhib	ALDH1A1 block	SMN2 splice up	HTT cytoprotect	Tau FP inhib	Tau fluor cs	HTT aggregate	JMJD2E inh
C=Cn1ccnc1P(=S)(c1ccn(C)c1)c1nccn1C=C	0%	1%	-13%	0%	5%	1%	6%	-7%
c1cc(CCN2CCCC2)ccn1	-6%	-3%	.	-1%[10 µM]	-4%	0%	-9%[9.22 µM]	-27%
O=C(COc1ccccc1F)N1CCN(CCN2C(=O)c3cccc4cccc(c34)C2=O)CC1	-9%	?	-6%	-56%[inhibitor]	4%	-7%	2%	?
O=C(c1ccco1)C12CN3CN(CN(C3)C1)C2	-1%	6%	-7%	6%[10 µM]	8%	7%	?	3%
CN(C)c1ncc(/C=C2/C(=O)NC(=S)N(C3CCCCC3)C2=O)cn1	?	?	-2%	9%	4%	-15%	-2%	-14%

# From PubChem
